Source: PubChem
IAP activation: activators of mouse IAP, confirmation, biochemical, luminescence, single concentration (AID 434970); intestinal alkaline phosphatase [Mus musculus]; actives 2.9% (n = 11,000); activity change, negative = activation, % at 10 µM; purified mouse IAP, CDP-Star luminescence, 30 min; active compounds read low; in the data active = activity change below about -85%;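 also: percent relative to enzyme plus DMSO wells and wells without enzyme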
IAP activation Fold change: also measured in IAP activation; calls as there; activation factor; measured here: IAP activation factor; active compounds read high;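 fold luminescence change scaled to plate control wells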
* marks the source's active call; other numbers are inactive results. Only part of the results is shown (hit frequency here may not be typical).

CCN(N=Nc1nonc1OC)c1nonc1OC
  IAP activation: -5 | IAP activation Fold change: 1

C=CCn1c(O)c(C(CC)=NCc2cc(OC)cc(OC)c2)c(=O)[nH]c1=O
  IAP activation: -7 | IAP activation Fold change: 1.1

CC(=O)c1ccc2c(c1)C1C(Cl)C(Sc3ccccc3[N+](=O)[O-])CC1C(c1ccccc1[N+](=O)[O-])N2 (stereo not given)
  IAP activation: 13 | IAP activation Fold change: 0.87

O=C1CC(c2ccccc2)CC(O)=C1C=NCCN1CCN(C(=O)Cc2ccccc2)CC1 (stereo not given)
  IAP activation: -9 | IAP activation Fold change: 1.1

CCCCn1c(O)c(C=NC2CC3CCC2(C)C3(C)C)c(=O)[nH]c1=O (stereo not given)
  IAP activation: 5 | IAP activation Fold change: 0.95

CCCC1COC(Cn2cncn2)(c2ccc(Cl)cc2Cl)O1 (stereo not given)
  IAP activation: -6 | IAP activation Fold change: 1.1

O=C1NC(=S)NC(=O)C1=Cc1ccc(Br)s1
  IAP activation: 76 | IAP activation Fold change: 0.24

O=C(CN1CC=C(c2ccccc2)CC1)Nc1c(Cl)cccc1Cl
  IAP activation: -20 | IAP activation Fold change: 1.2

Cc1ccsc1-c1nc(CSCC(=O)N2CCC3(CC2)OCCO3)c(C)o1
  IAP activation: 6 | IAP activation Fold change: 0.94

O=c1cc(C2CCNCC2)[nH][nH]1
  IAP activation: 2 | IAP activation Fold change: 0.98

CN1CCN(Cc2cc(C(C)(C)C)c(O)c(C(C)(C)C)c2)CC1
  IAP activation: 6 | IAP activation Fold change: 0.94

CCOC(=O)CC1=C(C(=O)OCC)C2(C(=O)Nc3ccccc32)C(C#N)=C(N)O1 (stereo not given)
  IAP activation: -3 | IAP activation Fold change: 1

O=C(N/N=C1/CN2CCC1CC2)c1cccc(O)c1
  IAP activation: 26 | IAP activation Fold change: 0.74

O=C1C2CCCN2C(c2cccc(Cl)c2)N1c1ccccn1 (stereo not given)
  IAP activation: 5 | IAP activation Fold change: 0.95

O=C(CCN1CCCCC1)NCC(=O)Nc1ccc(Br)cc1C(=O)c1ccccc1
  IAP activation: 4 | IAP activation Fold change: 0.96

Cc1ccc2c(c1)CC1(CN2C)C(=O)NC(=O)N(c2ccccc2C)C1=O (stereo not given)
  IAP activation: -9 | IAP activation Fold change: 1.1

CN(C)C(=O)Nc1cccc(OC(=O)N(C)C)c1
  IAP activation: 5 | IAP activation Fold change: 0.95

Record cards, from the list above. Order of screens: IAP activation | IAP activation Fold change
C=CCn1c(O)c(C(CC)=NCc2cc(OC)cc(OC)c2)c(=O)[nH]c1=O reads -7 | 1.1
CCOC(=O)CC1=C(C(=O)OCC)C2(C(=O)Nc3ccccc32)C(C#N)=C(N)O1 (stereo not given) reads -3 | 1
O=C(N/N=C1/CN2CCC1CC2)c1cccc(O)c1 reads 26 | 0.74
CCN(N=Nc1nonc1OC)c1nonc1OC reads -5 | 1
CCCCn1c(O)c(C=NC2CC3CCC2(C)C3(C)C)c(=O)[nH]c1=O (stereo not given) reads 5 | 0.95
